HCV inh: qHTS Assay for Inhibitors of Hepatitis C Virus (HCV); 3.4% of 340,000 active; Potency, µM (series often up to 41.8 µM), for the others: at the top dose activity change, negative = inhibition, usual class: inhibitors; Huh7.5.1 HCVcc-Cre infection, luciferase reporter, 44 h; AID 651820, 2012; also: potency is read from the fitted curve at half-maximal effect
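Cells seeded at 1,000/well and cultured 4 h, then compounds added followed by HCVcc-Cre virus (~0.5 moi). After 44 h further culture, luciferase substrate was added, plates held 15 min at room temperature, and luminescence read for 15 sec.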
LmPK inhibitor: qHTS Assay for Inhibitors of Leishmania Mexicana Pyruvate Kinase (LmPK); 0.37% of 290,000 active; purified LmPK, Kinase-Glo ATP luminescence, 1 h; AID 1721, 2009; Potency, µM (highest dose often 57.5 µM), for the others: top-dose activity change, negative = inhibition, actives largely listed as inhibitors; Q27686; also: potency is read from the fitted curve at half-maximal effect
Target sequence (Q27686 whole entry, looked up): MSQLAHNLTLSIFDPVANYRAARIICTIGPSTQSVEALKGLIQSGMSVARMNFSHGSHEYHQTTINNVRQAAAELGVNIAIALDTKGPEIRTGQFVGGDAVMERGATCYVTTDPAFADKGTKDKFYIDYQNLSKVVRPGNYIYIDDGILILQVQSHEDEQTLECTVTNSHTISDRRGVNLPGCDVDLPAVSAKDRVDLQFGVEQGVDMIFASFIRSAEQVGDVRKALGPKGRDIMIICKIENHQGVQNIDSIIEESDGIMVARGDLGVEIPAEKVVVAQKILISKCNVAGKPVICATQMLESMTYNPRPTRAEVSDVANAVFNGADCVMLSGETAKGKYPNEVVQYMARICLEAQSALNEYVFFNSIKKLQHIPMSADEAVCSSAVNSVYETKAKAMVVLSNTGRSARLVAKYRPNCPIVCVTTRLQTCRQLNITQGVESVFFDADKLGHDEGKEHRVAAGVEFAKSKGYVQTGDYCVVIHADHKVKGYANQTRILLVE
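Pyruvate kinase activity monitored as ATP production (luciferase luminescence). Conditions: 0.1 nM enzyme, 0.5 mM PEP, 0.1 mM ADP, 1 h, RT; normalized against uninhibited and no-enzyme wells.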
HCMV antiviral: qHTS Assay for inhibitors of the human cytomegalovirus (HCMV). HFF cells, HCMV-luciferase reporter, 72 h; stronger effect = lower value. activity change, negative = inhibition, % at 57.5 µM. 4.5% of 410,000 active; in the data active = activity change below about -60%; inconclusive = no clear call, values can overlap the other calls; inactive = above about -39%
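Human foreskin fibroblasts infected with luciferase-reporter HCMV at MOI 1 PFU/cell, compounds at two doses. Luciferase measured 72 h post infection; normalized to buffer-only basal and Salinomycin (10uM) controls.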
AMA1 RON2 block: qHTS for Inhibitors of AMA1-RON; Towards Development of Antimalarial Drug Lead: Primary Screen; Plasmodium falciparum AMA1 (3D7) - RON2 peptide interaction; 0.2% of 360,000 active; AID 720542, 2013; Potency, µM (doses to about 58.2 µM), without a hit: top-dose activity change, negative = inhibition, hits mostly inhibitors; AlphaScreen AMA1-biotinylated RON2 peptide binding;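 also: potency is read from the fitted curve at half-maximal effect; 0% = vehicle wells and -100% = peptide control; nearly all actives have a fitted effect of over 45% in size; some results filed as inactive show a strong effect at the top dose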
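AMA1 (3D7) with his tag at 25 nM final met compounds first, then biotinylated RON2 peptide at 25 nM; detection used donor plus acceptor beads, 10 µg/mL apiece, read by AlphaScreen after 30 min at room temperature.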
AmpC no deterg: qHTS Inhibitors of AmpC Beta-Lactamase (assay without detergent) | Potency, µM (titrated, usually from 57.1 µM), for the others: at the highest dose activity change, negative = inhibition, usual class: inhibitors | 0.52% of 330,000 active | AmpC nitrocefin hydrolysis, absorbance 480 nm, 0.0001% Triton;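 also: potency is read from the fitted curve at half-maximal effect; plate controls were no compound for no effect and no enzyme for full effect; nearly all actives have a fitted effect of over 20% in size; some results filed as inactive show a strong effect at the top dose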
Target sequence (P00811 whole entry, looked up): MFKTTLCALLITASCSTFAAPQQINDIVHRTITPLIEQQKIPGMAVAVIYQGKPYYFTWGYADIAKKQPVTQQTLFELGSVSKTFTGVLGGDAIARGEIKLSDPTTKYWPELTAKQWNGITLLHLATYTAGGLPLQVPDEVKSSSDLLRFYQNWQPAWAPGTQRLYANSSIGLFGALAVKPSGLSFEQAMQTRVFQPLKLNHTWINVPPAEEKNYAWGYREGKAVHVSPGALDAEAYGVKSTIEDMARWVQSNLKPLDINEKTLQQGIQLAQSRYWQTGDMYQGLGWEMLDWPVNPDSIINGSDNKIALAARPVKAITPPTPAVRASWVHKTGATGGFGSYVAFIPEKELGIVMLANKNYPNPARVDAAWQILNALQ
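AmpC (5.3 nM in the dispensed reagent) in 20 mM phosphate pH 7.0 with 0.01% (detergent screen) or 0.0001% Triton X-100 was preincubated with compounds for 15 min at room temperature. Nitrocefin was then added from an 800 uM solution, and hydrolysis was followed at 480 nm.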
TbPYK inhibitor: qHTS of Trypanosoma Brucei Inhibitors | pyruvate kinase (Trypanosoma brucei), Q57TT1 | TbPYK enzyme, Kinase-Glo Plus ATP luminescence, 45 min | Potency, µM (doses to about 76.8 µM), without a hit: at the highest dose activity, negative = inhibition, actives largely listed as inhibitors | 0.12% of 410,000 active; also: potency is read from the fitted curve at half-maximal effect; nearly all actives have a fitted effect of over 50% in size
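Activity of T. brucei pyruvate kinase was followed by Kinase-Glo Plus luminescence after the enzyme reacted 45 min at room temperature with 130 uM ADP (final) and substrate. Test compounds were added before ADP at multiple concentrations.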
AmpC inh detg: qHTS Inhibitors of AmpC Beta-Lactamase (assay with detergent) | P00811 | AmpC hydrolysis of nitrocefin, absorbance 480 nm, 0.01% Triton | AID 485294, 2010 | Potency, µM (doses to about 114 µM), for inactives: at the highest dose activity change, negative = inhibition, most hits filed as inhibitors | 0.041% of 370,000 active;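 also: potency is read from the fitted curve at half-maximal effect; 0% = no-compound wells and -100% = no-enzyme wells; nearly all actives have a fitted effect of over 25% in size; some results filed as inactive show a strong effect at the top dose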
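AmpC (5.3 nM in the dispensed reagent) in 20 mM phosphate pH 7.0 with 0.01% (detergent screen) or 0.0001% Triton X-100 was preincubated with compounds for 15 min at room temperature. Nitrocefin was then added from an 800 uM solution, and hydrolysis was followed at 480 nm.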
Numbers without * were called inactive; ? = inconclusive; / = no result given; & = joins results of further samples; [ ] = dose if it differs, or a comment. Unless noted, calls follow the shape of the dose curve; as a rule, active = well fitted curve in the direction sought with a large enough effect; inconclusive = small, poorly fitted or top-dose-only effect, or another doubt; inactive = no such curve, though single readings can be large; an effect the other way counts as inactive or inconclusive. Unless noted, % is scaled to controls: 0 for no effect and ±100 for the full control effect.

SMILES	HCV inh	LmPK inhibitor	HCMV antiviral	AMA1 RON2 block	AmpC no deterg	TbPYK inhibitor	AmpC inh detg
CCOc1ccc(S(=O)(=O)NC2CCCCC2C)cc1 (stereo not drawn)	8%	/	-5	17%	/	-7%	/
O=C(Nc1ccc(Cl)c(Cl)c1)c1ccc(Cl)c(Cl)c1	-18%	1%	1	4%	-25%	-4%	-13%
O=C(CSc1ccc(-c2ccncc2)nn1)c1ccc(Cl)cc1	3%	3%	-13	-4%	-15%	1%	4%
CCOc1ccc(S(=O)(=O)NCCC(=O)NCC2(N3CCCCC3)CCCCC2)cc1	-2%	4%	13	-10%	13%	-2%	6%
Nc1ccc(C(=O)c2cccs2)cc1[N+](=O)[O-]	-11%	3%	16	0%	-25%	2%	1%
COC(=O)c1ccc(C)c(NS(=O)(=O)c2ccc(OC)c(OC)c2)c1	-3%	2%	24	43%[activator]	-20%	5%	-12%
COc1cc(/C=C(\C#N)c2nc3ccccc3[nH]2)ccc1OC(=O)c1ccco1	?	-2%	88	9%	-39%	6%	-10%
O=C(Nc1cc(Cl)ccc1N1CCOCC1)c1ccc(N2CCCC2=O)cc1	35µM*	/	-3	-4%	-10%	-10%	-12%
O=C(NCc1cccs1)C(=O)c1cn(CC(=O)N2CCCC2)c2ccccc12	-8%	0%	0	-9%	6%	-6%	4%
CN1CCc2c(sc3nc(SCC(=O)N4CCCCC4)n(-c4ccccc4)c(=O)c23)C1	?	7%	-8	0%	102%[activator]	-4%	1%
COc1cc(OC)c(NC(=O)CNC(=O)Cn2ccc3ccccc3c2=O)cc1Cl	-6%	-1%	-16	2%	-5%	3%	-1%
CN1C(=O)NC(c2ccccc2)C2=C1CN(CCc1ccccc1)C2=O (stereo not drawn)	24%	-2%	-13	-1%	-13%	5%	2%
COc1ccc2nc(C)c(C(=O)NN)cc2c1	8%	0%	12	20%	?	4%	-14%
COc1ccc(C(=O)Oc2cccc(Nc3ncnc4ccccc34)c2)cc1OC	?	0%	-18	-23%	47%	-2%	-11%
NC(=S)NN=C(c1ccccc1)c1ccccc1	-7%	-7%	19	90%[activator]	-27%	2%	-4%
CC(=O)Nc1ccccc1-c1nc2ccccc2nc1OCC(=O)c1ccc2ccccc2c1	-21%	0%	-12	-9%	53%	4%	?
Cc1ccc(NS(=O)(=O)c2ccc(Br)s2)nc1	3.5µM*	0%	?	5%	2%[2.29 µM]	-8%	-5%
COc1cccc(NC(=O)C(c2ccccc2)N2CCCCC2)c1 (stereo not drawn)	-15%	-9%	-1	-9%	-34%	5%	-3%
Cc1ccccc1C(C)NS(=O)(=O)c1ccc2c(c1)OCCO2 (stereo not drawn)	10%	/	-7	-2%	-20%	-10%	/
O=C(Nc1cccc(Cl)c1)c1cccc(Oc2ccc([N+](=O)[O-])cc2Cl)c1	?	5%	-89*	-14%	?	-8%	-18%
COCc1nc2oc3ccc(C)cc3c(=O)c2cc1C(=O)OC	-8%	-13%	-71*	-29%	0%	-1%	7%
Nc1nnc(CSCc2ccccc2Cl)s1	4%	-5%	54	7%	-22%	0%	9%
O=C(O)CC(NC(=O)COc1ccc(Cl)cc1Cl)C(=O)O (stereo not drawn)	-4%	9%	16	-8%	-6%	4%	7%
CCn1cnc2c1c(=O)n(Cc1nnc3n1-c1ccccc1SC3)c(=O)n2Cc1ccccc1	8%&21%	0%	-14	1%	145%[activator]	-3%	7%
CN(CC(=O)Nc1ccccc1Br)C(=O)c1cccnc1Nc1cccc(C(F)(F)F)c1	/	-2%	-24	16%	18%	-9%	-10%
CCNc1nnc(-c2ccccc2OC)s1	-2%	-8%	51	10%	-17%	4%	-16%
NC(=S)n1[nH]c(-c2ccc([N+](=O)[O-])cc2)c(N=Nc2cccc(Cl)c2)c1=O	13µM*	3%	-101*	69%[activator]	-41%	-4%	-5%
CCc1ccc(OCC(=O)N(Cc2ccc(Cl)cc2)C2CCS(=O)(=O)C2)cc1 (stereo not drawn)	/	/	17	/	/	-2%	?
CC(CCc1ccccc1)NC(=O)CN1CCN(c2ccccc2)CC1 (stereo not drawn)	5%	10%	20	-2%	140%[activator]	6%	15%
Cc1ccc(N2CCN(S(=O)(=O)c3ccc4oc(=O)c5ncn(C)c5c4c3)CC2)c(C)c1	/	/	32	/	/	3%	3%

Single entries from the results shown.
`O=C(CSc1ccc(-c2ccncc2)nn1)c1ccc(Cl)cc1` in TbPYK inhibitor shows 1%
`O=C(Nc1ccc(Cl)c(Cl)c1)c1ccc(Cl)c(Cl)c1` in TbPYK inhibitor shows -4%
`O=C(Nc1cccc(Cl)c1)c1cccc(Oc2ccc([N+](=O)[O-])cc2Cl)c1` in LmPK inhibitor shows 5%
`NC(=S)NN=C(c1ccccc1)c1ccccc1` in AmpC no deterg shows -27%
`COc1cc(/C=C(\C#N)c2nc3ccccc3[nH]2)ccc1OC(=O)c1ccco1` in LmPK inhibitor shows -2%

More results.
SMILES	HCV inh	LmPK inhibitor	HCMV antiviral	AMA1 RON2 block	AmpC no deterg	TbPYK inhibitor	AmpC inh detg
O=C(NCc1ccco1)c1ccc(COc2ccccc2Cl)cc1	11µM*	4%	-28	-1%	-23%	-9%	0%
COCCCN1Cc2ccccc2C1=N	8%	3%	-15	-6%	-27%	-1%	2%
Cc1cc(C)cc(OCC(=O)N(Cc2ccc(N(C)C)cc2)C2CCS(=O)(=O)C2)c1 (stereo not drawn)	23%	6%	28	?	103%[activator]	-5%	2%
CCOC(=O)N1CCN(S(=O)(=O)c2ccc(C)c(C)c2C)CC1	9%	3%	-38	-1%	-3%	4%	-11%
CCOC(=O)C1CCCN(C(=O)c2cccc(NC(=O)C(CC)CC)c2)C1 (stereo not drawn)	3%	-2%	10	-21%	23%	5%	3%
CCN(CC)C(=O)Cn1cc(C(=O)C(=O)NCC2COc3ccccc3O2)c2ccccc21 (stereo not drawn)	?	4%	-7	-5%	52%	1%	1%
COc1cccc(Nc2nc(-c3cccc(N4C(=O)c5ccccc5C4=O)c3)cs2)c1	?	5%	81	-22%	-29%	0%	1%
CCN(C(C)=O)c1ccc(Oc2nc(OC)cc(OC)n2)cc1	0%	-1%	45	2%	23%	3%	-6%
CCC1(C)Cc2nc3[nH]c(=S)n(-c4ccccc4C)c(=O)c3cc2CO1 (stereo not drawn)	-3%	1%	?	130%[activator]	-2%	-1%	-1%
COc1ccc(CCNC(=O)CCCCn2c(=O)c3ccccc3n(Cc3ccc(F)cc3Cl)c2=O)cc1OC	/	/	1	/	/	-2%	22%
COc1ccc2c(c1)oc(=O)c1c3ccccc3[nH]c21	3.5µM*	-29%	-21	-5%	-4%	-2%	-8%
O=C(CCC(=O)OCc1ccc([N+](=O)[O-])cc1)Nc1ccccc1Cl	5%	1%	12	7%	-15%	1%	-3%
C=CCSc1nc2c(c(=O)[nH]c(=O)n2C)n1C/C=C(/C)Cl	1%	6%	-14	9%	-16%	-3%	-10%
O=C1CC(c2ccccc2Oc2cccc(Cl)c2)C(n2cncn2)C(=O)C1C1NCCc2ccccc21 (stereo not drawn)	12%	-2%	?	-1%	72%[activator]	-5%	-6%
CCOC(=O)c1ccc(NC(=O)c2cc3c(n(-c4ccc(C)cc4)c2=O)CC(C)(C)CC3=O)cc1	/	/	-7	/	/	-4%	-7%

Laid out differently: results already given.
> COc1cccc(Nc2nc(-c3cccc(N4C(=O)c5ccccc5C4=O)c3)cs2)c1
  HCV inh: ? | LmPK inhibitor: 5% | HCMV antiviral: 81 | AMA1 RON2 block: -22% | AmpC no deterg: -29% | TbPYK inhibitor: 0% | AmpC inh detg: 1%
> C=CCSc1nc2c(c(=O)[nH]c(=O)n2C)n1C/C=C(/C)Cl
  HCV inh: 1% | LmPK inhibitor: 6% | HCMV antiviral: -14 | AMA1 RON2 block: 9% | AmpC no deterg: -16% | TbPYK inhibitor: -3% | AmpC inh detg: -10%

Given comma-delimited: 4 of the compounds above.
SMILES,HCV inh,LmPK inhibitor,HCMV antiviral,AMA1 RON2 block,AmpC no deterg,TbPYK inhibitor,AmpC inh detg
O=C(Nc1cc(Cl)ccc1N1CCOCC1)c1ccc(N2CCCC2=O)cc1,35µM*,/,-3,-4%,-10%,-10%,-12%
O=C(NCc1cccs1)C(=O)c1cn(CC(=O)N2CCCC2)c2ccccc12,-8%,0%,0,-9%,6%,-6%,4%
CN1CCc2c(sc3nc(SCC(=O)N4CCCCC4)n(-c4ccccc4)c(=O)c23)C1,?,7%,-8,0%,102%[activator],-4%,1%
COc1cc(OC)c(NC(=O)CNC(=O)Cn2ccc3ccccc3c2=O)cc1Cl,-6%,-1%,-16,2%,-5%,3%,-1%

New compounds follow:
SMILES	HCV inh	LmPK inhibitor	HCMV antiviral	AMA1 RON2 block	AmpC no deterg	TbPYK inhibitor	AmpC inh detg
CCN(Cc1ccccc1)C(=O)c1sc2nc3n(c(=O)c2c1C)CCCC3	/	/	?	/	/	-1%	5%
CC(C)NC(=O)COc1cccc2ccccc12	6%	1%	-8	9%	3%	0%	-7%
CCN(CC)C(=O)C12CC3CC(CC(Cl)(C3)C1)C2	23%	-2%	-26	-7%[2.32 µM]	-14%	2%	-12%
CCOc1ccccc1NC(=O)C(=O)c1cc(C)n(-c2ccc(F)cc2)c1C	/	/	22	/	/	3%	11%
CCC(=NCc1cc(OC)cc(OC)c1)c1c(O)[nH]c(=O)[nH]c1=O	-1%	-2%	105	-12%	-11%	0%	4%
Cc1[nH]c2ccc(C(=O)NCCCN3CCCC3)cc2c1C	-10%	6%	-2	-5%	1%	-4%	?
CCN1CCN(C(=O)c2ccccc2NC(=O)c2ccc(Cl)cc2)CC1	23%	-8%	40	8%	2%	3%	-5%
O=C(/C=C/c1cccc(F)c1)NCCCn1ccnc1	30%	-4%	-3	-25%	-3%	1%	-9%
O=C1NC(c2cccc(Br)c2)=N/C1=C\c1ccco1	-4%	3%	-22	-9%	?	1%	-11%
CC(CNC(=O)c1cccs1)c1ccc([N+](=O)[O-])cc1 (stereo not drawn)	-2%	-1%	?	1%	-14%	-4%	7%
Cc1cccc(-n2c(N)cc(=O)nc2SCC(=O)Nc2nnc(CC(C)C)s2)c1	/	1%	/	/	121%[activator]	/	-11%
